Screening results (PubChem BioAssay)
APJ antagonist = APJ receptor antagonism | 330,000 compounds, 0.32% hits | AID 2521 | inhibition, % at 20 µM | CHO-K1 APJ beta-arrestin complementation, luminescence;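 active means inhibition above about 40% at 20 µM, limit read from the data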;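 further: cells challenged with 10 nM apelin-13 agonist together with compound; plate controls were apelin-13 plus DMSO wells for no effect and DMSO wells lacking apelin-13 for full effect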
Target sequence (P35414 whole entry, looked up): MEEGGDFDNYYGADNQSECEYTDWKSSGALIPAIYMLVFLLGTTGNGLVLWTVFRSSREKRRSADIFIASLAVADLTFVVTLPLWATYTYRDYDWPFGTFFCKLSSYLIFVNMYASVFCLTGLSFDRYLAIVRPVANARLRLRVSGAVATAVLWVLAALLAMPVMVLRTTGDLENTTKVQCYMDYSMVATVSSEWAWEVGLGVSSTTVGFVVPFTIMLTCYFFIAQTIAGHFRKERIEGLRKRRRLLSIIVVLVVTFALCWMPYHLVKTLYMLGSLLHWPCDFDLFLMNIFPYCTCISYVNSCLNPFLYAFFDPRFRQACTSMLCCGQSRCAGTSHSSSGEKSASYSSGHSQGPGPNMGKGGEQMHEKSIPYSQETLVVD
NALP3 yeast inh = blocks the NALP3 inflammasome reconstituted in yeast; Yeast reconstituted NLRP3/ASC/caspase-1, beta-gal luminescence, 24 h; inhibition, % at 10 µM; 330,000 compounds, 0.39% hits; AID 2825;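 active means inhibition of 50% or more; inactive means inhibition below 50%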;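 further: plate controls were induced DMSO wells for no effect and uninduced yeast grown without galactose for full effect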
beta cell repl = induces beta-cell replication in MIN6 cells; MIN6 cells proliferation, ATPlite luminescence, 48 h; cells starved in 0.2% serum; 100% = growth in 10% serum; proliferation, % at 10 µM; 330,000 compounds, 0.29% hits; AID 2380;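 active means compounds whose signal lies at least 3.5 SD above the mean of all wells on their plate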;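 further: 0% = DMSO-treated cells in low-serum medium and 100% = 10% serum control; some compounds called inactive have numbers as strong as hits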
APJ ag = activates the human apelin receptor APJ | activation, % at 20 µM | CHO-K1 APJ PathHunter beta-arrestin, luminescence; 0% DMSO wells, 100% apelin | P35414 | 330,000 compounds, 0.11% hits;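 active means activation more than six SD over the plate average, tested at 20 µM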;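 further: 0% = DMSO alone and 100% = apelin-13 at 10 nM; some results filed as inactive read as strong as hits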
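assay system = CHO-K1 APJ beta-arrestin complementation cell line | input = cell density 1000 per well | dosing = compound 20 µM once, DMSO 1% | timing = compound 90 min 25 °C, reagent 1 h | measured by = luminescence from split beta-galactosidase complementation, Galacton Star/Emerald II substrate | read-out basis = APJ agonist activity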
tim10-1 inh = inhibits growth of tim10-1 mutant yeast; 330,000 compounds, 2.2% hits; S. cerevisiae tim10-1 ts strain growth, BacTiter-Glo, 24 h; inhibition, % at 20 µM;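 active means inhibition of at least 40%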;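 further: mutant grown at 25 °C; 0% = DMSO wells with yeast and 100% = wells holding no yeast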
tim23-1 inh = inhibits growth of tim23-1 mutant yeast; S. cerevisiae tim23-1 growth, BacTiter-Glo luminescence, 24 h; inhibition, % at 20 µM; 330,000 compounds, 1.3% hits; AID 463212;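 active means growth inhibition of the mutant yeast at or above 50%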;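 further: temperature-sensitive mutant grown at 25 °C; plate controls were DMSO-treated mutant yeast for no effect and medium wells lacking yeast for full effect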
MPTP inh = blocks calcium-induced mitochondrial swelling; inhibition, % at 10 µM; AID 602449; 360,000 compounds, 1.4% hits; isolated mouse mitochondria, Ca2+ swelling absorbance, 30 min;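 active means inhibition of 50% or more, scaled per plate between neutral and stimulator controls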;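 further: 0% = DMSO wells given calcium and 100% = 1 mM EGTA wells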
NR3A LBD binder = modulators (binders) of human NR3A ligand-binding domain; 340,000 compounds, 2.5% hits; AID 1259313; Tm shift relative to glycine control, % at 25 µM; NR3A LBD differential scanning fluorimetry, Tm shift; 0% = protein alone, 100% = glycine-bound protein;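 active means melting temperature shift of at least 10% of the positive control shift, at one fixed dose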
TIM10 inh = TIM10 yeast growth inhibition; S. cerevisiae TIM10 strain growth, BacTiter-Glo luminescence, 24 h; inhibition, % at 10 µM; 330,000 compounds, 1.4% hits; AID 463195;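 active means inhibition of 40% or more at the single tested concentration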;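 further: wild-type TIM10 isogenic control strain grown at permissive 25 °C; 0% = DMSO yeast wells and 100% = minimal medium wells without yeast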
Starred values were filed as active, the others as inactive.

compound	APJ antagonist	NALP3 yeast inh	beta cell repl	APJ ag	tim10-1 inh	tim23-1 inh	MPTP inh	NR3A LBD binder	TIM10 inh
Cc1ccccc1-n1c(SCc2c(C)noc2C)nnc1-c1ccncc1	14	2	-2	1	20	16	-1.0	-2	0
CCC(=O)c1ccc(OCC(=O)N2CCN(c3ccccn3)CC2)cc1	2	15	1	-4	10	15	-0.5	2	9
O=C(CSc1nccn(-c2ccc(F)c(Cl)c2)c1=O)NC1CCCC1	16	10	-4	-5	5	13	-0.4	1	9
C=CCC(c1ccccc1)N(C(C)=O)c1ccco1 (stereo not given)	9	7	0	-5	23	8	-0.5	1	8
COc1ccc(-c2nc3ccccc3c(=O)n2-c2c(C)n(C)n(-c3ccccc3)c2=O)cc1	-20	19	-4	-1	22	15	-1.0	2	-5
O=C(Nc1ccccc1)c1cc([N+](=O)[O-])ccc1Cl	7	24	3	4	-6	-10	-1.8	3	11
CC12CS(=O)(=O)CC1SC(=S)N2c1ccccn1 (stereo not given)	-1	14	-2	4	-11	-3	-0.9	-2	-10
N/C(=N\OC(=O)c1ccc2c(c1)OCO2)c1ccc(Cl)cc1	-69	46	-4	11	33	47	-0.7	3	48*
CN(C)S(=O)(=O)Oc1ccsc1C(=O)Nc1ccc(Cl)cc1	7	26	0	-1	34	20	-0.4	-12	3
COc1ccc(CCNc2cc(C)nc3c(-c4ccccc4)cnn23)cc1OC	-4	8	-5	-3	24	27	-1.3	-8	17
COC(CNC(=O)c1c[nH]c2ccc(S(=O)(=O)N(C)c3ccc(F)cc3)cc2c1=O)OC	-19	12	-2	-2	5	12	-1.5	1	8
Cc1nccn1Cc1cccc2ccccc12	-10	28	0	-1	1	6	-0.4	-2	7
CCN1CC2CCCC3(C1)C(=O)NC1(CCCCC1)N=C23 (stereo not given)	17	-5	-2	-4	-3	0	1.6	-1	-1
COc1ccc(-c2nc(C#N)c(NCc3ccccc3Cl)o2)cc1OC	0	8	-3	5	15	3	3.6	-10	-7
COC(=O)c1sccc1NC(=S)Nc1ccc(F)cc1F	3	10	0	-4	8	14	-2.3	-4	-4
Fc1ccc(NC(=S)N2CCn3cccc3C2c2cccnc2)cc1 (stereo not given)	4	16	-2	0	13	15	4.4	-4	12
Cc1[nH][nH]c(=O)c1C(c1ccc(-c2ccc(F)cc2)o1)c1c(C)[nH][nH]c1=O	4	-7	-4	-2	51*	85*	0.8	0	-43
CCCSc1nnc(-c2cccc(S(=O)(=O)N(C)C)c2)n1-c1cc(OC)ccc1OC	3	12	2	-6	25	16	-0.1	0	17
O=c1c(F)cn(C2CCCO2)c(=O)n1Cc1ccccc1F (stereo not given)	12	18	-2	-4	-1	5	-0.3	-1	2
CCn1cc(CN2CCC(C(=O)Nc3ccc(Oc4ccccc4)nc3)CC2)cn1	3	5	-1	-5	-18	-11	0.8	0	-1
C/C(=N\NC(N)=O)c1ccc(Cl)s1	-11	2	0	-4	-14	4	-0.6	0	-3
CC1CCN(C(=O)COC(=O)Cn2cnc3ccccc32)CC1	-7	16	-2	-5	-7	2	-1.0	-1	3
O=C(C1CCCCC1)N1CCN(S(=O)(=O)c2ccc(Br)cc2)CC1	-15	27	2	-2	15	24	0.3	-1	10
COc1ccccc1C(C#N)N1N=C(C)CC1c1ccccc1 (stereo not given)	-22	15	1	-1	10	15	0.8	0	-6
COc1cccc(NC(=O)CCN2CCN(c3ccccc3F)CC2)c1	7	9	0	-4	7	-5	-0.3	4	6
Cc1ccc(C(=O)N(CC(C)C)c2c(N)n(Cc3ccccc3)c(=O)[nH]c2=O)o1	16	8	-6	0	-11	-8	0.8	1	-9
COc1ccc(C2c3[nH]c4ccccc4c3C[C@H]3C(=O)N(c4ccccc4C(=O)N4CCC(C(=O)O)CC4)C(=O)N23)cc1 (stereo not given in full)	3	9	-3	-2	1	3	-0.7	0	-2
Nc1nnc(C(=O)c2ccccc2N)s1	5	7	-2	-7	11	-1	-1.0	0	12
CCOC(=O)c1c(NC(=O)C2CCN(S(=O)(=O)c3ccc(Cl)cc3)CC2)sc2c1CCCC2	10	7	1	2	1	3	4.6	-6	8
O=C(NCc1ccccc1)NCc1cccs1	0	7	1	0	6	16	-2.5	-1	-9
O=C(COC(=O)CSc1ccc([N+](=O)[O-])cc1)NCCC1=CCCCC1	1	0	-1	-2	22	21	0.2	0	7
CCOc1cc(/C=C2/C(=N)N3OC(C)=CC3=NC2=O)ccc1OC(=O)c1ccco1	17	-11	-2	-1	27	16	1.7	-6	18
CCOC(=O)CCCNC(=O)CCNC(=O)c1ccc(OC)cc1	4	15	-1	-3	-10	-10	-0.1	0	-9
CN1CCN(Cc2nc3ccccc3c(=O)n2Cc2nc(-c3cccc([N+](=O)[O-])c3)cs2)CC1	-41	8	-5	6	18	14	0.0	-4	14
CC1CCCCN1C(=O)c1ccc(C(=O)Nc2ccc(F)cc2)cc1 (stereo not given)	7	13	-4	9	24	32	2.0	-4	8
CCc1ccc(NC(=O)NC2CCCCCCC2)cc1	-4	14	-6	8	20	40	18	-1	31
CC(C)(CO)CNC(=O)c1ccc2nc(Cc3cccc(Cl)c3)oc2c1	15	10	-4	0	-9	12	0.8	-1	-20
CNS(=O)(=O)c1cnccc1N1CCN(c2cccc(C)c2)CC1	-18	12	-1	-3	-40	0	-0.3	-1	-21
COC(=O)c1ccc(CN2CCC(CO)(Cc3ccccc3Cl)CC2)cc1	2	11	0	-4	-17	4	0.8	1	-43
CCCn1c2ccccc2c2nnc(SC(CC)C(=O)Nc3sc4c(c3C#N)CCCC4)nc21 (stereo not given)	1	-6	-1	-9	22	12	1.5	-1	-3
COc1ccc(C(=O)NC2CCN(CC(=O)Nc3cccc(OC)c3)CC2)cc1	5	12	-5	4	-7	-6	0.4	-1	-6
O=C(COC(=O)C1COc2ccccc2O1)Nc1cccc(Cl)c1 (stereo not given)	-1	0	-4	-1	2	24	-2.6	-4	7
Cc1c(C(=O)/C=C/N(C)C)nnn1-c1ccc(Cl)cc1Cl	13	29	-3	3	5	14	3.2	1	10
O=C1N=c2ccccc2=C1c1sc(=S)n(-c2ccc(O)cc2)c1O	3	20	-2	7	7	-21	25	29*	-7
COc1ccc(CCNC(=O)c2[nH]c(C)c(C(C)=O)c2C)cc1	2	16	-1	0	11	3	-0.7	6	-9
CC(C)c1csc(CN2CCN(Cc3ccc(F)c(F)c3)C(CCO)C2)n1 (stereo not given)	6	5	0	1	9	-1	1.9	2	9
COc1ccc(OC)c(-c2nnc3n2N=C(c2ccc(OC)c(OCC4CC4)c2)CS3)c1	-2	3	-5	-2	-6	36	-0.4	-1	2
Cc1ccc(CCN2CC(C(=O)NCCN3CCCCCC3)CC2=O)cc1 (stereo not given)	7	10	-1	-1	3	14	-1.3	0	-5
COc1ccc(NS(=O)(=O)c2cc(NC(=O)C3CCCCC3)ccc2N2CCOCC2)cc1	2	20	-2	-2	-15	-9	-0.4	-6	-17
Cc1ccc(C(=O)COC(=O)CCCC(=O)Nc2cc(C(F)(F)F)ccc2Cl)cc1C	4	23	-3	-3	14	15	2.0	-3	12
COc1ccc(C(=O)OCC(=O)Nc2ccc(Cl)c(C(F)(F)F)c2)c(OC)c1OC	-3	16	-4	-3	-31	17	17	4	-27
CC(=O)NNS(=O)(=O)c1ccccc1[N+](=O)[O-]	6	-4	0	4	5	11	0.6	-1	-14
COc1ccc(NC(=O)Cc2cccc(F)c2)cc1S(=O)(=O)Nc1ccccc1Cl	14	-11	-2	0	15	12	52*	-6	0
CC(CC(=O)OCC(=O)NCc1ccc(Cl)cc1)c1ccccc1 (stereo not given)	4	13	-3	-1	15	29	2.1	0	7
Cc1cc(C(=O)CSc2nnc(-c3ccccc3)o2)c(C)n1CC1COc2ccccc2O1 (stereo not given)	11	29	-4	-5	18	3	1.4	1	21
CCN1CCSc2ccc(C(=O)NCc3cccc(F)c3)cc21	9	1	-5	-4	34	33	-0.5	0	0
O=S(=O)(Cc1ccccc1)N1CCCCCC1	-27	-10	1	-2	6	23	-1.6	-1	6
CCc1cccc(NC(=O)NC2CCCCC2)c1	-15	27	-3	-8	26	17	3.7	4	21
O=C(NCCc1ccc(Cl)cc1)c1cc(=O)[nH]c2ccccc12	3	-8	2	-2	-14	-6	-0.9	0	-19
Cc1ccc(C(=O)C[n+]2ccccc2C)cc1[N+](=O)[O-]	9	12	1	-4	2	16	-1.8	0	-8

tim10-1 inh, what is marked active above
| molecule | APJ antagonist | NALP3 yeast inh | APJ ag | tim10-1 inh | MPTP inh | NR3A LBD binder |
| --- | --- | --- | --- | --- | --- | --- |
| Cc1[nH][nH]c(=O)c1C(c1ccc(-c2ccc(F)cc2)o1)c1c(C)[nH][nH]c1=O | 4 | -7 | -2 | 51* | 0.8 | 0 |

Other records:
compound	APJ antagonist	NALP3 yeast inh	beta cell repl	APJ ag	tim10-1 inh	tim23-1 inh	MPTP inh	NR3A LBD binder	TIM10 inh
COc1ccc(C2c3c(ncn(CCCN4CCOCC4)c3=N)Oc3ccc4ccccc4c32)cc1OC (stereo not given)	4	-1	-4	-5	-18	-42	-3.0	-1	-7
Cc1ccc(Cl)cc1N1CCN(S(=O)(=O)c2ccc(-c3ccc(=O)[nH]n3)o2)CC1	6	6	0	-2	-1	3	1.1	-8	-10
COc1ccc(N(C)S(=O)(=O)c2cccc(C(=O)Nc3nnc(C4CC4)s3)c2)cc1	4	-2	-3	-6	7	6	0.3	-4	4
O=C(COC(=O)C1=COCCO1)NCCCc1ccccc1	21	16	-1	-3	5	2	2.7	-1	-4
COc1cccc(CC(NC(C)=O)C(=O)NC2CCN(C(=O)NCc3ccccc3)CC2)c1 (stereo not given)	-12	2	-1	-5	-4	7	2.0	-1	-1
Cc1nc2ccccc2n1CC(=O)NCc1ccccc1	23	6	-3	-2	7	16	70*	-1	-2
Clc1ccc(-n2nnnc2CN2CCOCC2)cc1	6	-7	3	-3	7	-6	-1.4	1	5
COc1ccc(NC(=O)C(C)Sc2nnc(C3CC3)n2C2CC2)cc1 (stereo not given)	-20	-10	-1	-3	4	4	-1.4	4	8
CCC(C)N1C(=O)S/C(=C/c2ccc(Sc3nc4ccccc4[nH]3)o2)C1=O (stereo not given)	4	15	-4	1	18	21	92*	-2	6
Cc1cccn2c(=O)nc(SCC(=O)c3ccccc3)nc12	-51	18	-4	9	12	-2	-0.3	-1	-7
Cc1ccc(S(=O)(=O)c2cc3c(=O)n4ccccc4nc3n(CCc3ccccc3)c2=N)cc1	22	-6	-3	-2	8	9	-0.4	-3	2
CC(C)(Oc1ccc(Cl)cc1)C(=O)NC1=NN(c2ccccc2)C(=O)C1	6	6	-3	-3	27	45	9.3	1	13
CCc1ccc(-c2cc3c(=O)n(CC(=O)NCCCN4CCN(Cc5ccccc5)CC4)nc(C)n3n2)cc1	5	2	-4	10	44*	18	9.3	-2	-26
O=C(Nc1cccc([N+](=O)[O-])c1)Nn1cnnc1	26	5	2	-1	15	5	39	0	5
CCn1c(SCC(=O)N2CC(C)OC(C)C2)nc2c([nH]c3ccccc32)c1=O (stereo not given)	-15	21	7	12	-8	2	0.0	-1	-1
